# CIT2 TOR yeast: modulators of TOR pathway CIT2-GFP in S. cerevisiae; S. cerevisiae CIT2-GFP strain, flow cytometry, 3 h; 100 means same as DMSO wells; GFP response vs DMSO, % at 10 µM; actives 0.065% (n = 320,000); AID 2029;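 active = GFP response relative to DMSO above a set limit, near the screen mean plus 3 SD, cut at about 150% in these data; inconclusive = Fewer than 70 cells measured for a yeast strain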;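 note: ratio of well median GFP fluorescence to mean of DMSO wells on the plate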
# GRK2 inh: human GRK2 inhibition via aptamer displacement. inhibition of aptamer binding, % at 10 µM. actives 0.59% (n = 330,000). bead flow cytometry, FAM-aptamer displacement from GRK2;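 active = inhibition of aptamer binding above 40%, roughly 3 SD of noise, on plates passing a quality check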;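 note: median bead fluorescence of bound FAM aptamer so fluorescent compounds give negative values; no value below 0 was filed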
# Target sequence (P25098 whole entry, looked up): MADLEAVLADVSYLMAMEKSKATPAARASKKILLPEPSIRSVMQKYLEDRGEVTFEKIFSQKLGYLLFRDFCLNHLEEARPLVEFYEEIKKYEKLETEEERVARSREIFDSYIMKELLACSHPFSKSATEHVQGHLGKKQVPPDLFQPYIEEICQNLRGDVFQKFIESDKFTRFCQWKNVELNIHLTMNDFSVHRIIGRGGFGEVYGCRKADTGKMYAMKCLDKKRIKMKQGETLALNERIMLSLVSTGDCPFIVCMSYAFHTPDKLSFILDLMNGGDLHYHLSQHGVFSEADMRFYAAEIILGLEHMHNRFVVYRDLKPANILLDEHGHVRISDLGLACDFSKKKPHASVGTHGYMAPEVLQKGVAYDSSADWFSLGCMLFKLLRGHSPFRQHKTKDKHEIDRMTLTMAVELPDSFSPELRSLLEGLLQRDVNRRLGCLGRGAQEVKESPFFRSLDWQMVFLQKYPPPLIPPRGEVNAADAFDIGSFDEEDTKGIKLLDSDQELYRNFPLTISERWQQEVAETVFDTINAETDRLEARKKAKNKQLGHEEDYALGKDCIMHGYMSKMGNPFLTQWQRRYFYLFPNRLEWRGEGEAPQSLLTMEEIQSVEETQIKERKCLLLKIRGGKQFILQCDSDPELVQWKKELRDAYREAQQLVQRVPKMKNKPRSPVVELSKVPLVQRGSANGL
# GLD-1 RNA inh: GLD-1-TGE RNA interaction inhibition (C. elegans) | Q17339 | purified GLD-1 + fluorescein TGE RNA, fluorescence polarization | inhibition, % at 5.96 µM | actives 0.44% (n = 320,000);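 active = percent inhibition above a per-plate cutoff, the plate mean of test compounds plus 3 SD, cut at about 30% in these data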;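 note: 0% = DMSO wells with GLD-1 and probe and 100% = wells lacking GLD-1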
# Fam108B inh: Fam108B inhibition, counter-screen for RBBP9 inhibitors | recombinant Fam108B, FP-Rh probe fluorescence polarization | actives 0.33% (n = 300,000) | inhibition, % at 9.51 µM | AID 1947;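 active = inhibition above the screen mean inhibition plus 3 SD, computed separately per campaign, cut at about 18% in these data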;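 note: inhibitors lower polarization as less probe binds the enzyme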
# AGP1-GFP MLPCN: alters AGP1-GFP fluorescence in TOR pathway yeast screen; AID 2066; GFP response vs DMSO, % at 10 µM; actives 0.02% (n = 320,000); S. cerevisiae AGP1-GFP multiplex flow cytometry, 3 h; GFP as percent of DMSO wells;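 active = GFP response relative to DMSO above a set limit, near screen average plus 3 SD, cut at about 150% in these data; inconclusive = fewer than 70 cells counted for the yeast strain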;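 note: median GFP channel fluorescence of the gated AGP1 strain per well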
# MEX-5 binding: C. elegans MEX-5 TCR-2 RNA binding activity | Q9XUB2 | MEX-5/FITC-TCR2 RNA binding, fluorescence polarization; active compounds read low | activity score (negative = inhibition of binding), % at 10 µM | actives 0.38% (n = 300,000) | AID 1832;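 active = inhibition past about -25% in most replicates, and total fluorescence under double the plate's negative control median, limit read from the data; inconclusive = replicates evenly split on the limit, or fluorescence at least double controls; inactive = too little inhibition in most replicates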;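 note: 0% = DMSO and -100% = 5 µM competing unlabeled TCR2 RNA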
# BCLXL inh: blocks human Bcl-xL binding to Bim BH3 peptide; Q07817; GST-Bcl-xL / FITC-Bim BH3 peptide fluorescence polarization; inhibition, % at 10.9 µM; actives 0.7% (n = 320,000);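 active = inhibition above the mean of all tested compounds plus 3 SD, cutoff set per campaign, cut at about 30% in these data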;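 note: 0% = DMSO wells and 100% = unlabeled Bim-BH3 peptide competitor; inhibitors lower millipolarization by displacing the labeled peptide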
# MCL1-BIM inh: MCL1-BIM-BH3 interaction inhibition (human); Q07820; GST-MCL1 / FITC-Bim-BH3 fluorescence polarization; inhibition, % at 10.9 µM; actives 0.68% (n = 320,000);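 active = inhibition above the mean inhibition of all tested compounds plus 3 SD, set per campaign, cut at about 40% in these data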;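 note: 0% = DMSO wells and 100% = unlabeled Bim-BH3 peptide control; higher means more loss of mP so more displacement of Bim peptide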
# Target sequence (Q07820 whole entry, looked up): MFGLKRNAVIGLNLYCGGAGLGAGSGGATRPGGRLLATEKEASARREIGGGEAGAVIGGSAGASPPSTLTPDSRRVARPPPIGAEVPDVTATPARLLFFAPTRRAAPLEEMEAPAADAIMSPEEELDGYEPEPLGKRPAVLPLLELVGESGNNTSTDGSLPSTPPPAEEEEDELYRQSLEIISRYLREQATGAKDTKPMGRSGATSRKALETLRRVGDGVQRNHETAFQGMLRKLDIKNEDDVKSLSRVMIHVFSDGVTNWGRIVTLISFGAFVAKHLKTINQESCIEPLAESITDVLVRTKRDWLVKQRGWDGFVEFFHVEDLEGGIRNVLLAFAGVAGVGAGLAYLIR
# VLA-4 inh: inhibition in a human VLA-4 binding assay. P13612. VLA-4 expressing cells, ligand binding flow cytometry. inhibition, % (about 7 µM as worked out from the volumes in the protocol). actives 0.2% (n = 330,000). AID 2557; in the data active = inhibition above about 50%
# Active calls of the source: *; ? = inconclusive; . = not tested or not shown; [ ] = another dose, or the depositor's remark.
SMILES,CIT2 TOR yeast,GRK2 inh,GLD-1 RNA inh,Fam108B inh,AGP1-GFP MLPCN,MEX-5 binding,BCLXL inh,MCL1-BIM inh,VLA-4 inh
CN(C)c1ccc(/C=N/NC(=O)CN2CCN(c3ccc(F)cc3)CC2)cc1,88,0,-1,-2,119,-1.1,3,-3,8
Fc1c(F)c(F)c(CSc2nc3ccccc3[nH]2)c(F)c1F,.,0,3,5,94,-1.8,5,11,10
CCOC(=O)c1c(C)[nH]c(C(=O)C(C)OC(=O)c2cnc(C)cn2)c1C (centres undefined),95,1,3,.,104,.,4,4,-6
Cc1[nH]c(C)c(S(=O)(=O)N2CCN(c3cccc(Cl)c3)CC2)c1C(=O)N1CCCC1,102,2,-3,2,100,-0.4,0,5,28
O=c1c2ccccc2cnn1Cc1n[nH]c(=S)n1-c1ccc(F)c(Cl)c1,99,0,3,5,103,0.1,-22,-24,7
O=C(COC(=O)CNC(=O)C1CCCCC1)Nc1ccc2ccccc2c1,99,1,1,-1,99,1.6,1,-6,12
Clc1ccc(-c2nnc3n2CCCCC3)cc1,98,0,3,1,99,-0.8,7,3,-10
CCOCCCNC(=O)C1CCN(S(=O)(=O)N2CCCC2)CC1,104,2,3,1,109,0.4,6,7,-40
CN(/N=C/c1ccc(O)cc1O)c1ncc(C(F)(F)F)cc1Cl,79,0,3,6,93,-0.8,1,5,1
Cc1cc(-c2ccccc2)n(-c2ccc(C(N)=O)cc2)n1,107,1,-2,1,103,-0.5,1,3,14
O=C(O)/C(=C\c1ccccc1)c1ccc2ccccc2c1,65,0,3,1,84,-0.4,-1,2,11
Cc1cnc(C(=O)OCC(=O)Nc2cccc(S(=O)(=O)N3CCCCC3)c2)cn1,100,0,-4,-2,104,-0.1,-9,-9,9
COc1nc(N(C)C)nc(N(C#N)S(=O)(=O)c2ccc(C)cc2)n1,97,3,4,-5,97,1.4,3,-1,18
COc1ccc(-c2cc(C(=O)n3cnc4ccccc43)c3ccccc3n2)cc1,84,0,2,-5,103,-5.2,0,-9,39
O=C(CN1CCN(CC(=O)c2ccc(F)cc2)CC1)Nc1ccccc1Cl,107,2,8,5,113,-0.2,18,7,-12
COc1ccc(-c2cc(-c3nnc(COC(=O)CC4CC5CCC4C5)o3)c3ccccc3n2)cc1OC (centres undefined),107,5,1,-8,102,1.5,-4,-8,-14
O=C(CCc1nnc(Cc2c[nH]c3ccccc23)o1)NC(C1CC1)C1CC1,97,1,10,-1,99,-1.5,-1,-3,-6
Cn1nnnc1SCCNCc1ccccc1F,105,0,2,2,104,-0.5,4,8,6
CCOC(=O)N1CCC(Nc2ccc(N3C(=O)C4CCCCC4C3=O)cc2[N+](=O)[O-])CC1 (centres undefined),95,0,2,-1,102,0.0,1,0,-5
COc1ccc(C(=O)NCCNc2ccc([N+](=O)[O-])cn2)cc1,96,45*,9,-4,103,0.0,-1,-3,5
COc1ccc(Cc2nc3ccc(C(=O)NCC(C)(C)OC)cc3o2)cc1,100,3,-1,0,101,-1.0,5,8,11
O=C(NCC(=O)N1CCCCCCC1)c1ccc(Br)o1,94,0,1,2,103,-1.1,7,3,-17
Cc1ccc(NC2=NCC(Cc3ccc(Br)cc3)S2)cc1 (centres undefined),94,3,-5,3,97,0.3,10,15,4
CN(CC(=O)Nc1ccccc1C(F)(F)F)C(=O)COc1ccccc1Cc1ccccc1,92,2,-1,1,98,0.1,-8,-5,-7

# Next section (four carried over from the part before).
SMILES,CIT2 TOR yeast,GRK2 inh,GLD-1 RNA inh,Fam108B inh,AGP1-GFP MLPCN,MEX-5 binding,BCLXL inh,MCL1-BIM inh,VLA-4 inh
COc1ccc(Cc2nc3ccc(C(=O)NCC(C)(C)OC)cc3o2)cc1,100,3,-1,0,101,-1.0,5,8,11
O=C(NCC(=O)N1CCCCCCC1)c1ccc(Br)o1,94,0,1,2,103,-1.1,7,3,-17
Cc1ccc(NC2=NCC(Cc3ccc(Br)cc3)S2)cc1 (centres undefined),94,3,-5,3,97,0.3,10,15,4
CN(CC(=O)Nc1ccccc1C(F)(F)F)C(=O)COc1ccccc1Cc1ccccc1,92,2,-1,1,98,0.1,-8,-5,-7
CCCCSc1nnc(-c2ccc(C)cc2)c2ccccc12,95,1,3,-9,92,0.2,4,-5,2
Cc1nc(CCNC(=O)Cc2ccccc2)cs1,107,0,-2,-3,107,-0.6,2,-14,-14
Cc1cc(-c2ccco2)n(-c2ccccc2)n1,91,0,-10,-4,92,2.1,-4,-5,16
COc1cc2c(cc1OC)C(c1ccc(N(C)C)cc1)CC(=O)N2 (centres undefined),87,0,-9,1,97,1.7,0,2,23
CCOC(=O)c1ccc(S(=O)(=O)N2CCC(N3CCCCC3)CC2)cc1,100,0,-3,-2,101,0.3,-4,-5,1
NC(=O)C1CCN(C(=O)Nc2csc3ccccc23)CC1,96,2,1,1,99,2.5,2,4,-7
CCOC(=O)CSc1nnc(Cc2ccccc2)n1CC1CCCO1 (centres undefined),92,4,9,3,97,-2.1,-3,-6,-1
CC(=O)c1cn(CCCCCCCn2cc(C(C)=O)c(=O)[nH]c2=O)c(=O)[nH]c1=O,108,5,0,-1,103,-0.6,5,-3,-5
COc1ccc(N(C(=O)c2snc(C(N)=O)c2N)C(C(=O)NC2CCCCC2)c2ccc(C)o2)c(OC)c1 (centres undefined),100,0,8,-6,97,2.7,6,6,-8
N#CC1=C(N)Oc2n[nH]c(CSc3ccccc3)c2C12C(=O)Nc1ccccc12 (centres undefined),94,2,2,-3,94,3.4,9,1,16
O=C(NNC(=O)c1cccc(C(F)(F)F)c1)c1ccncc1,88,6,2,-4,89,-2.0,2,-3,2
Cc1nn(C)cc1C(=O)/C=C/c1ccc([N+](=O)[O-])cc1,98,2,-3,4,102,-1.9,2,0,10

# Exported with tabs: part of the list above.
SMILES	CIT2 TOR yeast	GRK2 inh	GLD-1 RNA inh	Fam108B inh	AGP1-GFP MLPCN	MEX-5 binding	BCLXL inh	MCL1-BIM inh	VLA-4 inh
O=C(NNC(=O)c1cccc(C(F)(F)F)c1)c1ccncc1	88	6	2	-4	89	-2.0	2	-3	2
Cc1nn(C)cc1C(=O)/C=C/c1ccc([N+](=O)[O-])cc1	98	2	-3	4	102	-1.9	2	0	10

# The listing continues:
SMILES,CIT2 TOR yeast,GRK2 inh,GLD-1 RNA inh,Fam108B inh,AGP1-GFP MLPCN,MEX-5 binding,BCLXL inh,MCL1-BIM inh,VLA-4 inh
CN1CCN(C(=O)c2ccc3c(=O)n(Cc4ccc(Cl)cc4)c(=S)[nH]c3c2)CC1,97,1,3,-5,101,2.2,-7,-9,6
COc1ccccc1CNC(=O)CCN1C(=O)COc2ccccc21,109,0,7,-7,103,0.1,-1,-6,12
Cc1cc(C)cc(N(CCC#N)C(=O)CSc2ncnc3sccc23)c1,101,0,12,.,97,.,2,-3,-4
CCCCOC(=O)C1=C(C)Nc2ncnn2C1c1ccc(OCC)c(OC)c1 (centres undefined),86,2,0,-3,84,-3.8,3,-7,8
O=C(CSc1ncccn1)N1CCN(C(=O)CSc2ncccn2)CC1,94,2,5,-2,98,-2.1,2,7,10
COc1ccccc1C(=O)N/C(=C\c1ccc(Br)cc1)C(=O)NCC(=O)O,97,0,-1,-2,95,-0.5,5,5,19
Cc1cc(-c2nnc(CCC(=O)NC(C)c3ccccc3Cl)o2)no1 (centres undefined),102,0,0,-2,104,0.8,3,0,-10
CC(C)(C)c1ccc(C(=O)c2c[nH]c(C(=O)NCCCn3ccnc3)c2)cc1,99,0,6,-5,99,0.4,4,-1,32
NC(=O)c1c(NC(=O)c2ccccc2C(=O)O)sc2c1CCCC2,101,0,13,0,100,-1.7,8,9,18
COc1ccc(-c2ccc3c(c2)S(=O)(=O)c2cccc(C(=O)NC4CCCCC4)c2C3=O)cc1OC,87,0,-9,.,91,.,-8,-10,6
CCOC(=O)c1cnc(SCC(=O)Nc2cc(C(F)(F)F)ccc2N2CCOCC2)nc1N,101,0,4,-3,101,-0.2,10,4,17
O=C(COc1ccc([N+](=O)[O-])cc1)Nc1nnc(-c2cccnc2)s1,107,2,0,1,110,0.0,0,7,-8

# Structures from the list above containing a furan ring, fused or not, in the order listed:
SMILES,CIT2 TOR yeast,GRK2 inh,GLD-1 RNA inh,Fam108B inh,AGP1-GFP MLPCN,MEX-5 binding,BCLXL inh,MCL1-BIM inh,VLA-4 inh
O=C(NCC(=O)N1CCCCCCC1)c1ccc(Br)o1,94,0,1,2,103,-1.1,7,3,-17
Cc1cc(-c2ccco2)n(-c2ccccc2)n1,91,0,-10,-4,92,2.1,-4,-5,16
COc1ccc(N(C(=O)c2snc(C(N)=O)c2N)C(C(=O)NC2CCCCC2)c2ccc(C)o2)c(OC)c1 (centres undefined),100,0,8,-6,97,2.7,6,6,-8

# (cont.)
SMILES,CIT2 TOR yeast,GRK2 inh,GLD-1 RNA inh,Fam108B inh,AGP1-GFP MLPCN,MEX-5 binding,BCLXL inh,MCL1-BIM inh,VLA-4 inh
COc1ccc(CN(C)C(=S)Nc2ccc(Cl)cc2)cc1,85,2,3,0,95,2.1,5,13,0
O=C(CSC(=S)N1CCCC1)N/N=C/c1c(O)[nH]c(=S)[nH]c1=O,123,1,-2,.,100,.,.,.,-2
CCOC(=O)c1c(C)nc2c(c1-c1ccccc1)C(=O)CC(C)(C)C2,106,4,2,-4,104,-0.4,1,-5,-3
CC(Sc1nc2ccccc2c(=O)n1CC1CCCO1)C(=O)N(C)Cc1ccccc1 (centres undefined),98,7,9,0,95,0.2,0,-2,-20
CCC(C)C(NC(=O)OC(C)(C)C)C(=O)NC(C(=O)N1CCCC1C(N)=O)C(C)CC (centres undefined),114,3,4,-4,103,-3.3,-5,-10,16
CC(C)CN(C(=O)c1ccco1)c1nc2ccccc2s1,105,0,6,2,86,2.2,1,-5,18
Cc1cc(NC(=O)C2(c3ccccc3)CCCC2)no1,87,0,-7,-1,91,-1.8,-1,3,9
Cc1c(NC(=S)NC(=O)C2CCCCC2)c(=O)n(-c2ccccc2)n1C,108,0,3,3,102,1.5,2,8,11
Cc1cc(C)c2sc(NC(=O)c3ccc([N+](=O)[O-])o3)nc2c1,?,0,4,3,18[may fluoresce violet],1.9,8,10,-17
CCN(CC(=O)Nc1ccc(Br)cc1)C(=O)Cc1cccc(F)c1,93,0,0,-3,97,0.8,6,-2,7
COc1ccc2oc(C(=O)OCC(=O)N3CCN(c4ccccc4)CC3)c(C)c2c1,88,1,-3,4,101,1.2,-2,-4,7
CC(=O)C(Cc1ccccc1)NC(=O)COC(=O)c1cccc(C)c1[N+](=O)[O-] (centres undefined),106,0,2,.,108,.,.,.,-12
COC(=O)c1ccc(Cl)c(NC(=O)CN2CCN(Cc3ccccc3)CC2)c1,104,1,3,-2,.,-0.5,5,6,15
COc1ccccc1NS(=O)(=O)c1cccc(C(=O)N/N=C/c2ccc(N3CCOCC3)cc2)c1,100,2,4,5,103,3.6,8,6,17
O=C(Oc1ccccc1)c1ccccc1OS(=O)(=O)c1ccccc1,94,0,-1,0,94,-1.2,1,1,7
CCOC(=O)c1cnc2ccc(Cl)cc2c1NCCN(C)C,99,0,6,-1,103,-6.8,12,14,-3

# Source: PubChem BioAssay

# An unsorted share of the library. Share with any hit: about 2.2%.
